CHRM1 agonist – agonists of human M1 muscarinic receptor | CHO-K1 hM1, Fluo-8 calcium fluorescence, agonist mode; 0% DMSO, 100% acetylcholine EC100 | activation, % at 3 µM | 360,000 compounds, 0.33% hits | AID 588814;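 active means activation above the run's mean compound activation plus 3 SD, cut at about 16% in these data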;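 further: peak over basal fluorescence ratio within a 140 s kinetic read after compound addition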
Target sequence (P11229 whole entry, looked up): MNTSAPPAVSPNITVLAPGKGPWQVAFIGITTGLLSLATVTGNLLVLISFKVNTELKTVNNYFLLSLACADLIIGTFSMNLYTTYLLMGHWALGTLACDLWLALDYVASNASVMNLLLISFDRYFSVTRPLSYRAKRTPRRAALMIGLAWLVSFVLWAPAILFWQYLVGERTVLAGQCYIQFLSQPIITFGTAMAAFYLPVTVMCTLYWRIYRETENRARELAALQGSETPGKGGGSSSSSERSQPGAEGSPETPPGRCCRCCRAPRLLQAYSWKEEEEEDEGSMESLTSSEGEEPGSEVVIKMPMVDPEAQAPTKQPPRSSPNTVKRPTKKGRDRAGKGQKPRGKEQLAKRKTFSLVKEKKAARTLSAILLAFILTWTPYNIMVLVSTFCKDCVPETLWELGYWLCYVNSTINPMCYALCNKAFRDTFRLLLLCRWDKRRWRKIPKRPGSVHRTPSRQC
CHO parental Ca – signal in parental CHO cells, OX1R antagonist counter-screen. parental CHO-K1, ATP-induced calcium, Fluo-8 fluorescence. inhibition, % at 5.6 µM. 330,000 compounds, 0.63% hits. AID 463079;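 active means inhibition above that plate's mean sample inhibition plus 3 SD, cut at about 26% in these data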;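 further: 0% = ATP-challenged DMSO wells and 100% = DMSO wells without ATP; some compounds past the cut are filed as inactive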
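Test system: parental CHO cells; detection: calcium-sensitive Fluo-8 fluorescence; evaluation: percent inhibition of calcium signal; also added: ATP as calcium-mobilizing challenge; repeats: one well per compound; control set: ATP-challenged DMSO wells low, unchallenged DMSO wells high; compound: single nominal dose of 5.6 µM per compound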
M4 antag – blocks acetylcholine activation of human M4 receptor. P08173. CHO-hM4 cells, ACh EC80, Fluo-8 calcium fluorescence. inhibition, % at 3 µM. 360,000 compounds, 0.73% hits;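 active means inhibition above its plate's cutoff, the mean inhibition of sample wells plus 3 SD, cut at about 27% in these data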;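 further: 0% = acetylcholine EC80 with DMSO and 100% = DMSO without agonist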
CHO-K1 Ca antag – counter-screen for M1 antagonists: effect in parental CHO-K1 cells. ATP-induced calcium, Fluo-8 fluorescence. inhibition, % at 3 µM. 360,000 compounds, 0.6% hits. AID 602250;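 active means inhibition above a per-plate cutoff, the plate's mean sample inhibition plus 3 SD, cut at about 24% in these data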;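 further: 0% = DMSO plus EC80 ATP and 100% = DMSO alone without ATP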
OXTR potentiator – human OXTR potentiation. P30559. CHO-OTR cells, Fluo-8 calcium fluorescence, potentiator mode; 0% = oxytocin EC15, 100% = EC100. activation, % at 3 µM. 320,000 compounds, 0.061% hits. AID 2445;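 active means activation above that plate's cutoff, the mean activation of tested compounds plus 3 SD, cut at about 6.6% in these data, passing the limit was not always enough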;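 further: 100% uses oxytocin at 75 nM as the full agonist control; some results filed as inactive read as strong as hits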
Target sequence (P30559 whole entry, looked up): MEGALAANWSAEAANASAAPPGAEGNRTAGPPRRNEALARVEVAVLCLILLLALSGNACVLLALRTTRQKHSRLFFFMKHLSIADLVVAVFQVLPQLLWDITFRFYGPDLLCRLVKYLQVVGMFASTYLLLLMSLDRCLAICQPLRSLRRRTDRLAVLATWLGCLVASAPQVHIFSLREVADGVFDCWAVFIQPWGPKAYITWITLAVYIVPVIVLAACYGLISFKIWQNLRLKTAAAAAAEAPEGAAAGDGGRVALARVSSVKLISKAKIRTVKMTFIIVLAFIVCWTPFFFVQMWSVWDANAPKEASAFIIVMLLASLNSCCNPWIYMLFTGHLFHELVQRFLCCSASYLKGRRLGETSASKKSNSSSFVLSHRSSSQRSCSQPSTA
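Assay system: CHO cell line stably expressing human OTR | Also added: Oxytocin at about EC15, sub-maximal agonist stimulus | Times: Compound 6 min at room temperature before oxytocin, 100 s read | Measured by: Fluo-8 intracellular calcium fluorescence, ex 470-495, em 515-575 nm | Controls: EC15 oxytocin alone as 0%, 75 nM oxytocin as 100%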
CHRM4 agonist – agonists of human muscarinic M4 receptor (CHRM4). activation, % at 3 µM. 360,000 compounds, 0.14% hits. CHO-K1 hM4/Gqi5, Fluo-8 calcium fluorescence; vehicle 0%, full acetylcholine response 100%;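 active means activation above the run mean over all test wells plus 3 SD, cut at about 32% in these data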;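 further: peak over basal fluorescence ratio per well then scaled between controls; 0% = DMSO wells and 100% = acetylcholine at EC100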
M1 antag – human CHRM1 antagonism; P11229; inhibition, % at 3 µM; CHO-K1 hM1, Fluo-8 calcium fluorescence, ACh EC80 antagonist; 360,000 compounds, 1.3% hits;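 active means percent inhibition above its own plate's cutoff, namely the mean of that plate's compound wells plus 3 SD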;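 further: peak over basal fluorescence ratio during 140 s after agonist addition; 0% = ACh EC80 plus DMSO and 100% = DMSO alone without agonist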
M1 PAM – human CHRM1 positive allosteric modulation. P11229. CHO-K1 hM1, Fluo-8 calcium fluorescence, ACh EC20; 0% = ACh EC20, 100% = maximal ACh. activation, % at 3 µM. 360,000 compounds, 0.088% hits. AID 588819; in the data active means activation above about 19%, passing the limit was not always enough
CHO-K1 Ca ag – nonselective activator or artifact in parental CHO-K1 cells; Fluo-8 calcium fluorescence; scaled to maximal ATP response, vehicle zero; activation, % at 3 µM; 360,000 compounds, 0.48% hits; AID 602248; in the data active means activation above about 15%;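 further: untransfected CHO-K1 host cells lacking M1 receptor as counterscreen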
Starred values were filed as active, the others as inactive; . = no result given.

SMILES | CHRM1 agonist | CHO parental Ca | M4 antag | CHO-K1 Ca antag | OXTR potentiator | CHRM4 agonist | M1 antag | M1 PAM | CHO-K1 Ca ag
Cc1nc(C(=O)N2CCCC(C(=O)c3cccc(OC(C)C)c3)C2)cs1 (stereo not drawn) | 0 | . | 5 | 1 | . | 6 | -4 | 6 | 3.6
CN1CCC(N(C)C(=O)CNC(=O)c2ccc(C(C)(C)C)cc2)CC1 | -8 | -7 | 11 | 9 | 1 | 1 | 26 | -11 | 1.0
Cc1ccccc1C(=O)N1CCC2CC1c1cc(Cl)ccc12 (stereo not drawn) | -9 | . | -2 | -1 | . | 2 | -3 | 1 | 0.4
CNS(=O)(=O)c1cccc(C(=O)NC2CCCc3ccccc32)c1 (stereo not drawn) | -10 | -21 | -31 | -11 | -3 | 5 | -9 | 2 | 2.2
COc1ccc(NC(=O)CS(=O)(=O)c2ccc(F)cc2)cc1 | -5 | -10 | 2 | -5 | -15 | 0 | -3 | -2 | 0.1
N#Cc1nc(-c2ccc(F)cc2)oc1N1CCN(C(=O)c2ccco2)CC1 | -3 | -11 | -12 | -10 | -4 | 1 | 5 | 2 | 0.7
O=C(O)c1ccc(OCCCCCCOC2CCCCO2)cc1 (stereo not drawn) | -2 | 6 | -7 | -10 | -11 | 0 | -17 | 9 | 1.1
CC(C)(C)C(=O)Nc1ccc(C(=O)Nc2cc(NC(=O)c3ccc(NC(=O)C(C)(C)C)cc3)cc(C(=O)O)c2)cc1 | -3 | -4 | 2 | -8 | 7 | 0 | -11 | 4 | 0.4
CSc1cccc(NC(C)C(=O)NCc2ccccc2)c1 (stereo not drawn) | -7 | -16 | -1 | -7 | -2 | 0 | 6 | -3 | 0.5
CCOC(=O)c1cc(C(C)=O)c(=O)n(C)c1N | -3 | -9 | 7 | -1 | -12 | 1 | -10 | 6 | 0.6
CCN(CC)CC#CC(OC)(c1ccccc1)c1ccccc1 | -16 | 1 | 57* | -3 | -3 | -2 | 100* | -38 | -0.5
CCC1CCCCN1C(=O)COC(=O)CN(C)S(=O)(=O)c1ccc(NC(C)=O)cc1 (stereo not drawn) | -3 | -6 | 0 | 0 | -8 | 1 | 1 | 1 | 0.2
O=C(Nc1cc(C(F)(F)F)ccc1N1CCCCC1)C1=COCCO1 | -4 | . | -16 | -11 | . | 0 | -7 | 1 | -0.3
O=C(COc1ccccc1)Nc1nnc(S(=O)(=O)N2CCCCC2)s1 | -1 | -9 | -1 | -10 | -5 | 1 | -6 | 7 | 0.9
O=C1CC(NS(=O)(=O)c2cccs2)CN1c1ccccc1 (stereo not drawn) | -3 | -15 | -8 | -7 | 8 | 2 | -9 | 5 | 0.6
Cc1nc(N2CCOCC2)c2c(C)c(C(=O)Nc3ccc(F)cc3F)sc2n1 | -2 | -8 | -4 | -11 | -7 | 3 | -6 | 4 | 1.4
CCCCOc1ccc(C(=O)NCC(=O)NCCCn2nc(C)cc2C)cc1 | -7 | -27 | 1 | -14 | -6 | 0 | -6 | 6 | -0.7
COc1ccc(CC(=O)NCCN2CCOCC2)cc1 | -1 | -7 | -14 | -6 | -14 | 1 | 2 | 15 | 0.2
O=C(Nc1cccnc1)c1ccc(COc2cc(Cl)ccc2Cl)o1 | -2 | -10 | 7 | -1 | -22 | 7 | 12 | -4 | 3.0
CCOc1ccc(C2C(C(=O)c3ccco3)=C(O)C(=O)N2CCCn2ccnc2)cc1OC (stereo not drawn) | -3 | 6 | 0 | -4 | -3 | 0 | -10 | 7 | 1.0

The list goes on, overlapping the part above by two compounds.
SMILES | CHRM1 agonist | CHO parental Ca | M4 antag | CHO-K1 Ca antag | OXTR potentiator | CHRM4 agonist | M1 antag | M1 PAM | CHO-K1 Ca ag
O=C(Nc1cccnc1)c1ccc(COc2cc(Cl)ccc2Cl)o1 | -2 | -10 | 7 | -1 | -22 | 7 | 12 | -4 | 3.0
CCOc1ccc(C2C(C(=O)c3ccco3)=C(O)C(=O)N2CCCn2ccnc2)cc1OC (stereo not drawn) | -3 | 6 | 0 | -4 | -3 | 0 | -10 | 7 | 1.0
Fc1ccc(N/N=C2/CCSc3sccc32)c(F)c1 | 0 | -4 | -3 | -4 | -1 | 1 | -23 | 17 | 1.1
CCCCS(=O)(=O)N1CCCC(C(=O)N2CCOCC2)C1 (stereo not drawn) | -3 | -2 | 5 | -4 | -3 | 0 | -1 | 0 | 0.2
Cc1cc(C)c2[nH]c(O)c(N=NC(=S)NCC3CCCO3)c2c1 (stereo not drawn) | -5 | -8 | -11 | -9 | -4 | 1 | -1 | -4 | 0.3
COc1cccc(NC(=O)Nc2nnc(Cc3ccc(F)cc3)s2)c1 | 0 | -9 | 10 | 2 | -14 | 0 | -16 | 19 | -0.2
Nc1nc(NC(=O)c2ccccc2)nn1-c1ccccc1 | -5 | 0 | -3 | -2 | -5 | 1 | -9 | 7 | 0.4
CCC(C)C(=O)OCC1(c2ccc(C)cc2OC(=O)C(C)C)CO1 (stereo not drawn) | -2 | -9 | 2 | 4 | -2 | 0 | -8 | 0 | 0.2
FC(F)(F)c1cc(C(F)(F)F)n2nc(-c3sccc3-n3cccc3)cc2n1 | -5 | -20 | -3 | -8 | 2 | 1 | -11 | 10 | 0.7
O=C(O)CCn1cc(/C=C\C(=O)c2ccc(Cl)cc2)c(-c2cccc(Br)c2)n1 | -8 | -3 | 10 | 16 | 2 | 0 | 10 | -2 | -0.3
Cc1ccc(NC(=O)c2ccc(F)cc2)cc1S(=O)(=O)N1CCCCCC1 | -11 | -15 | -7 | 4 | -9 | 9 | 5 | -12 | 8.3
Cc1cccc(C)c1NC(=O)CN(C)C(=O)c1ccc(NS(=O)(=O)c2ccc3[nH]c(=O)[nH]c3c2)cc1 | 0 | 3 | -3 | 14 | -1 | 0 | -15 | 3 | -0.2
Cc1c(O)ccc(-c2[nH]ncc2-c2nc3ccccc3s2)c1O | 0 | 9 | 3 | -6 | -19 | 18 | 4 | 4 | 2.6
COc1cc(CNc2ncc(-c3ccc(Br)cc3)n2C)cc(OC)c1OC | -7 | -16 | -19 | -3 | -10 | 3 | -13 | -4 | 1.0
COC(=O)c1cccc(-n2c(CCC(=O)O)ccc2-c2cccs2)c1 | 1 | -13 | 1 | 11 | 5 | 1 | -8 | 5 | 0.2
CC(=O)c1cc2c(cc1NC(=O)C1CC=CCC1C(=O)O)OCO2 (stereo not drawn) | 1 | -2 | 0 | -8 | -7 | 1 | -20 | 14 | -0.1
CC1CCN(c2nc3c(c(=O)n(C)c(=O)n3C)n2CCSc2nc3ccccc3s2)CC1 | -6 | -32 | -8 | 11 | -8 | 0 | -4 | 0 | 0.1
COC(=O)c1ccc(C)c(NC(=O)CCSc2ccccc2)c1 | -3 | -20 | 6 | 0 | -17 | 2 | -17 | 1 | 0.5
CCOc1c2ccc(C(=O)NCCc3ccc(C)cc3)cc2nn1CC | -5 | -9 | -4 | -14 | -5 | 5 | -14 | 13 | 0.8
Cc1ccc(S(=O)(=O)N2CCC3(CC2)OCCN3S(=O)(=O)c2cccs2)cc1 | 2 | -17 | -6 | -6 | -12 | 15 | -1 | 2 | 7.5
Cc1ccc(C)c(C(=O)CN2Cc3ccccc3C2=O)c1 | -5 | -16 | -6 | -7 | 6 | 3 | -5 | -6 | 0.7
Cc1cc(C(=O)N2CCN(c3ncccn3)CC2)sc1-c1ccccc1 | -2 | 3 | 1 | -15 | -2 | 2 | -13 | 10 | 0.6

Entries of single compounds, looked up by structure. Order of screens: CHRM1 agonist | CHO parental Ca | M4 antag | CHO-K1 Ca antag | OXTR potentiator | CHRM4 agonist | M1 antag | M1 PAM | CHO-K1 Ca ag
Entry for CCOc1c2ccc(C(=O)NCCc3ccc(C)cc3)cc2nn1CC → -5 | -9 | -4 | -14 | -5 | 5 | -14 | 13 | 0.8
Entry for Cc1ccc(S(=O)(=O)N2CCC3(CC2)OCCN3S(=O)(=O)c2cccs2)cc1 → 2 | -17 | -6 | -6 | -12 | 15 | -1 | 2 | 7.5
Entry for CCC(C)C(=O)OCC1(c2ccc(C)cc2OC(=O)C(C)C)CO1 (stereo not drawn) → -2 | -9 | 2 | 4 | -2 | 0 | -8 | 0 | 0.2
Entry for Cc1cc(C(=O)N2CCN(c3ncccn3)CC2)sc1-c1ccccc1 → -2 | 3 | 1 | -15 | -2 | 2 | -13 | 10 | 0.6
Entry for Nc1nc(NC(=O)c2ccccc2)nn1-c1ccccc1 → -5 | 0 | -3 | -2 | -5 | 1 | -9 | 7 | 0.4

Next part.
SMILES | CHRM1 agonist | CHO parental Ca | M4 antag | CHO-K1 Ca antag | OXTR potentiator | CHRM4 agonist | M1 antag | M1 PAM | CHO-K1 Ca ag
Cc1ccc(C(=O)CSc2nnc(COc3ccc(C#N)cc3)n2-c2ccccc2)cc1 | -4 | -7 | 0 | -5 | -11 | 0 | -13 | 9 | 0.0
Nn1cc(-c2ccccc2)nc1SCC(=O)Nc1cccc(S(N)(=O)=O)c1 | -1 | 0 | 6 | -6 | -6 | 0 | -8 | 6 | 0.8
CCc1ccccc1NC(=O)COc1ccc(N2CC(C(N)=O)CC2=O)cc1 (stereo not drawn) | 1 | -4 | 4 | -2 | 5 | 1 | -3 | 5 | 0.9
CCCC(=O)c1ccc(N2CCC(C)CC2)c(F)c1 | -8 | -8 | -18 | -8 | -6 | 1 | -2 | -1 | 1.5
O=C1COc2ccc(S(=O)(=O)NCc3ccccc3)cc2N1 | -3 | -8 | -1 | -3 | -14 | 1 | 6 | 0 | 1.9
CCOC(=O)C1(Cc2ccccc2)CCCN(Cc2cnn(CC)c2)C1 (stereo not drawn) | -5 | -11 | -9 | -14 | -3 | 1 | -16 | 9 | -0.1
CSc1ccccc1NC(=O)COC(=O)c1ccc(O)cc1 | -2 | -6 | 7 | -3 | -15 | 2 | 16 | -8 | 0.9
COc1ccc(F)cc1-c1cc(C(=O)Nc2cccnc2)[nH]n1 | 3 | . | -17 | -11 | . | 4 | -8 | 3 | 1.8
Cc1cc(C)n(C(C)CNC(=O)c2ccc3c(c2)OCO3)n1 (stereo not drawn) | 2 | -5 | -7 | -11 | -8 | 1 | -9 | 4 | 1.4
CCOc1ccc(/C=C2\SC(=S)N(NS(=O)(=O)c3ccccc3)C2=O)cc1OC | -3 | 2 | 10 | -4 | 1 | 9 | -4 | -1 | 4.6
CCOc1ccccc1NS(=O)(=O)c1ccc(-n2cccn2)cc1 | 0 | -11 | 6 | -10 | -8 | 7 | -7 | 3 | 6.8
CCCCCC1CCC(C(=O)N2CCOCC2)CC1 (stereo not drawn) | -2 | -1 | 4 | -10 | -16 | 0 | -7 | 1 | 1.1
Cc1ccn2c(=O)c(NC(=O)c3cccs3)c(C)nc2c1 | 3 | -6 | -7 | -6 | -8 | -1 | -27 | 29* | 3.2
COC(=O)c1sc(N)c(C(=O)OC)c1COC(=O)c1c(C)noc1C | -5 | -8 | 9 | -7 | 4 | 0 | -4 | 14 | 0.6
O=C(NCCOc1ccc(F)cc1)C1CCN(S(=O)(=O)c2ccccc2)CC1 | 0 | -10 | 4 | -1 | -12 | 17 | 5 | -5 | 7.7
O=C(Nc1cc(Cl)cc(Cl)c1)C(NCCO)c1ccccc1 (stereo not drawn) | -1 | 5 | -2 | -14 | 0 | 1 | -18 | 12 | 0.1
